mcGAS lum = blocks mouse cGAS activity. Q8C6L5. 160,000 compounds, 0.15% hits. inhibition, % at 12.5 µM. recombinant cGAS, Kinase-Glo ATP depletion luminescence;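 note: 0% = negative control wells and 100% = reference inhibitor with no enzyme activity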
NPYLR7 agonist = mosquito NPYLR7 agonism; HEK293T NPYLR7/Galpha15, GCaMP6s calcium fluorescence; activation, % at 10 µM; 270,000 compounds, 0.15% hits; in the data active = activation above about 40%;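 note: 0% = vehicle and 100% = reference agonist at the receptor; some compounds past the cut are filed as inactive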
hcGAS lum = inhibitors of human cGAS | inhibition, % at 12.5 µM | 290,000 compounds, 0.081% hits | recombinant h-cGAS, ATP depletion, Kinase-Glo luminescence | Q8N884 | AID 1259398;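 note: 0% = vehicle reaction and 100% = reaction without DNA for no activity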
Target sequence (Q8N884 whole entry, looked up): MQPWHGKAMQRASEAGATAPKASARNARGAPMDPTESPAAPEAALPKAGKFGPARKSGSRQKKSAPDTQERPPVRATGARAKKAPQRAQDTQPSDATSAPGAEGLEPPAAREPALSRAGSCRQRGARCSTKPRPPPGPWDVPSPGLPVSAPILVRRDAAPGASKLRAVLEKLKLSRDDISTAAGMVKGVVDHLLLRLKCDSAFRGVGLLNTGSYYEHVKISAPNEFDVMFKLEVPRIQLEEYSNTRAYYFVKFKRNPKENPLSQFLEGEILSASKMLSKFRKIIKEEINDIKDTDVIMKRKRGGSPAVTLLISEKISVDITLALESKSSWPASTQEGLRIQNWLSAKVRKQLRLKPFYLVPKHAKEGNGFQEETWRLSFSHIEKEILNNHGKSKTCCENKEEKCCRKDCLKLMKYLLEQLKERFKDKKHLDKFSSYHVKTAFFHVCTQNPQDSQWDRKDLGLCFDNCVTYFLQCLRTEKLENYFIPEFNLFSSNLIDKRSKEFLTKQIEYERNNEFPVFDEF
* marks the source's active call; other numbers are inactive results; x = not tested or not shown. Cut-off read from the data, not from the text of the source, unless noted: active = inhibition above about 40%; inactive = the rest.

SMILES	mcGAS lum	NPYLR7 agonist	hcGAS lum
CC(C)[C@H]1CC[C@H](C)C[C@@H]1OCC(=O)N1C[C@@H](C)O[C@@H](C)C1	-3.8	8.3	-2.1
O=C(Nc1cccc(CN2CCOCC2)c1)C1COc2ccccc2O1 (stereo unspecified)	x	5.5	-6.0
CC(C)=CCCC(C)CNC1C2CC3CC1CC(O)(C3)C2 (stereo unspecified)	x	4.4	15.0
CCn1ncc(CN2CCOC(Cc3cccc(C(F)(F)F)c3)C2)c1C (stereo unspecified)	x	-3.0	-1.2
C=CCNC(=O)c1nnc2n(c1=O)CCN2c1ccc(OC)cc1	-5.3	7.5	-1.8
O=C1OCC2(CCN(Cc3cc4n(n3)CCCNC4)CC2)O1	x	-2.5	-7.2
COc1ccc(NC(=O)CSc2n[nH]c(C(C)C)n2)c(OC)c1	x	1.4	-0.7
COCCCN(Cc1csc(COc2ccccc2C)n1)C(=O)C1CC1	-0.6	0.4	2.4
Cc1ccc2nc(N(CCCn3ccnc3)C(=O)C3COc4ccccc4O3)sc2c1 (stereo unspecified)	-8.7	-9.9	-5.6
CC(C)Cc1nnc(NC(=O)CC2Oc3ccccc3NC2=O)s1 (stereo unspecified)	x	2.8	-3.7
O=C(Cc1cc(-c2cc3ccccc3o2)on1)NCc1ccccc1Cl	-2.6	0.0	4.5
CC(C)OC(=O)c1cc(NC(=O)CN2CCOC2=O)ccc1Cl	x	2.0	0.2
CC(C)N(C)Cc1nnnn1CC(=O)NCC1COc2ccccc2O1 (stereo unspecified)	x	12.7	-2.4
CNS(=O)(=O)c1ccc(S(=O)(=O)Oc2ccc(C(C)(C)C)cc2C)cc1	x	-5.8	13.3
CC(C)CCc1nc(N2CCCN(S(=O)(=O)Cc3ccccc3)CC2)c2cnn(-c3cccc(Cl)c3)c2n1	-3.6	22.8	-3.9
CN(C)C(=O)c1ccc(OCCCC2CCCC2)cc1	x	1.3	6.3
CCC(c1ccncc1)N(C)C(=O)Nc1cc(F)c(N(C)C)c(F)c1 (stereo unspecified)	x	5.1	-14.2
CC(=O)c1cccc(-c2ccccc2-c2nnc(C)s2)c1	-15.3	5.3	-2.7
O=C(Nc1cnn(CC(F)(F)F)c1)c1cc2ccc(Cl)cc2[nH]1	-14.2	-0.2	-6.8
CCNC(=O)C1CSCN1C(=O)CC(C)(C)C (stereo unspecified)	x	5.3	-10.3
O=C(c1csc(CSc2nnc(-c3ccncc3)n2-c2ccccc2F)n1)N1CCOCC1	-5.3	-8.3	-16.3
CC(=O)N[C@H]1[C@H](Oc2cccc3ccccc23)O[C@@H]2COC(C)(C)O[C@H]2[C@@H]1O	x	-1.7	-3.9
CCOC(=O)C1=C(C)NC(=O)NC1c1cc2c(C)ccc(C)c2[nH]c1=O (stereo unspecified)	x	3.0	-7.6
CC(=O)N1CC(=O)N(CC(=O)Nc2nccs2)C1=S	-4.1	3.7	-1.6
CCCCN(CC(=O)N(CCc1ccc(OC)c(OC)c1)Cc1ccc(C)s1)C(=O)Nc1cccc(C)c1	-4.6	21.2	-3.2

(further entries)
SMILES	mcGAS lum	NPYLR7 agonist	hcGAS lum
CCc1cc(N2CCC3(CCCN(C)C3=O)C2)nc(N2CCCC2)n1 (stereo unspecified)	-4.3	x	0.2
Cc1ccccc1C1c2ccsc2CCN1CC(=O)N1CCN(C(=O)CCl)CC1 (stereo unspecified)	1.8	-5.7	4.9
Cc1ccc(-c2cnoc2NC(=O)CSc2nc(-c3cccnc3)cc(=O)[nH]2)cc1	-2.6	2.6	-5.4
COC(=O)[C@@H]1C[C@H](NC(=O)c2cc(=O)[nH]c3ccc(C)cc23)CN1C	x	-0.9	3.2
CC(C)(C)N=CC(=CNC(C)(C)C)[N+](=O)[O-]	x	-10.2	-5.9
COCCNC(=O)[C@@]1(OCc2ccccc2C)CC(OCc2ccc(C#N)cc2)[C@@H]2OC(C)(C)O[C@@H]2C1 (stereo partly specified)	-5.5	-7.9	-5.8
O=C(O)C1CN(C(=O)c2[nH]c3ccc(Cl)cc3c2-c2ccccc2)CCN1 (stereo unspecified)	-10.4	4.3	-2.9
CCOc1ccc(C(=O)N2CCN(c3ncnc4c3nnn4-c3ccc(OCC)cc3)CC2)cc1	-0.2	-13.4	-3.2
COc1ccc(-c2nc(C(=O)N(Cc3ccco3)Cc3ccc(OC)c4ccccc34)cs2)cc1	-4.8	2.1	-3.3
CCCCCn1nc(C(=O)NNS(=O)(=O)c2ccc3ccccc3c2)c2ccccc2c1=O	x	1.3	-4.4
Cc1cc2ncc(C(=O)N3CCCC(Cc4ccc(C(F)(F)F)cc4)C3)c(C)n2n1 (stereo unspecified)	x	-5.1	4.9
CC(C)=CC(=O)N1C(CC(C)C)SCC1C(=O)O (stereo unspecified)	x	-2.0	0.6
CCCCCOc1ncccc1Br	x	-1.7	-6.7
c1ccc(CC(Cc2ccccc2)=NNc2nncc3ccccc23)cc1	x	0.6	-5.1
O=C(NCCc1ccccn1)C(C1CCCC1)N1CCN(C(=O)c2ccco2)CC1 (stereo unspecified)	-5.1	20.0	-3.2
Cc1cn2c3c(=O)n(C)c(=O)n(C)c3nc2n1-c1ccc(O)cc1	x	2.1	-6.4
CCOC(=O)c1cc(-c2ccc(N3CCN(C(=O)c4cccc(C#N)c4)CC3)cc2)n(-c2ccccc2C)n1	-6.3	24.7	-3.4
Cc1ccc(-c2nc(C)c(Cc3ccccc3)c(N3CCN(C(=O)c4ccccc4F)CC3)n2)cc1	-1.0	-9.8	2.8
CNCCOc1cccc(-c2cccc(O)c2)c1	x	4.7	-6.6
N#Cc1c(N)c(C(=O)c2ccc(Cl)cc2)n2ccccc12	-8.4	-5.3	-9.5
CC1=NN(c2ccc(C(=O)O)cc2)C(=O)/C1=C/c1ccc(-c2ccc3c(c2)COC3=O)o1	0.4	-8.4	1.0
O=C(CNc1ccc(Cl)cc1F)N1CCN(c2ccccc2)CC1	x	7.3	-4.8
CN1CCC(CN2CCN(CCC(=O)N3CCCc4ccccc43)CC2)CC1	x	10.1	-1.1
COc1cccc(CN2CCCn3cccc3C2c2cccc(Cl)c2)c1OC (stereo unspecified)	-4.1	-1.9	-4.1
Cc1ccc(S(C)(=O)=O)cc1NC(=O)CCOc1cc(Cl)ccc1Cl	x	14.5	3.4

(more compounds)
SMILES	mcGAS lum	NPYLR7 agonist	hcGAS lum
O=C(NCCN1CCC(c2ccccc2)C1)c1cn(C2CCCCC2)nn1 (stereo unspecified)	-10.7	-1.0	-6.7
CCOC(=O)CCCC(=O)Nc1cccc(-c2cc(C(=O)OCC)nn2-c2ccccc2C)c1	-7.2	0.5	-4.0
O=C(COc1ccc(F)cc1)N1CCN(S(=O)(=O)Cc2ccccc2)CC1	-7.7	-3.9	-6.1
Cc1noc(C)c1CCC(=O)N1CCCC2(CC1)CN(C)C(=O)O2 (stereo unspecified)	x	6.8	-6.4
Cc1cc(C)cc(NC(=O)CSc2nc(=O)n3ccccc3n2)c1	-8.0	-0.9	-11.7
COCCOC(=O)C1=C(C)NC2=C(C(=O)CCC2)C1c1ccc(F)c(F)c1 (stereo unspecified)	-5.7	-7.7	-7.2
COCC1CN(c2ccc3nccn3n2)CCO1 (stereo unspecified)	x	-1.4	-0.5
Cn1ccnc1SCCNC(=O)c1cn(CC2COc3ccccc3O2)nn1 (stereo unspecified)	-6.8	1.6	2.0
COC(=O)CCCCC(=O)N1CCC(c2nc(-c3cccnc3)no2)CC1	-5.6	6.2	-11.9
Cc1ccc(N2C(=O)C(c3c(C)[nH]n(-c4ccc(Cl)cc4)c3=O)=C([n+]3ccc(C)c(C)c3)C2=O)cc1	-8.7	8.5	-5.8
C=CCc1ccc(O)c(-c2cc(CC=C)ccc2O)c1	-8.1	-2.8	-7.7
Cc1nc(-c2nc(CC3CNCCO3)n(C3CCCCC3)n2)cs1 (stereo unspecified)	-5.9	x	-15.1
Cc1nn(C(C)C)c(C)c1CN(C)C(=O)Cn1ncc(N(C)C)cc1=O	x	6.8	2.7
CCCNC(=O)c1sc2nc(-c3ccccc3)cn2c1C	-8.5	3.0	-8.0
COc1cccc(N2CCN(C(=O)CCC3(Cc4ccc(F)c(OC)c4)CCC(=O)N3)CC2=O)c1 (stereo unspecified)	-9.6	3.9	-4.1
NC(=NO)c1cncc(OCC(F)(F)F)n1	x	0.1	-5.7
CC(=O)Nc1c(-c2cc(C)cc(C)c2)nc2cc(C)ccn12	0.8	-3.8	-0.3
Cc1cc(C(F)(F)F)nn1CC(=O)NCc1ccco1	-4.2	5.0	3.4
O=c1ccc(-c2ccc3c(c2)OCO3)nn1Cc1cccc2ccccc12	x	6.6	-11.4
c1ccc2c(c1)nc1n2CCN1CCNC1CCCCC1	0.5	-7.0	1.9
CC(=O)N[C@@H]1C[C@H](Cc2ccccc2)O[C@H](/C=C/c2ccccc2)C1	x	18.3	-5.2
CSc1ncccc1C(=O)Nc1nc2c(F)cc(F)cc2s1	x	9.6	-3.0
CC(=O)OCc1ccc(-c2nc(-c3ccccc3)c(C)[nH]2)o1	x	3.2	-9.3
O=S(=O)(Nc1ccccc1OC(F)F)c1cccc2nsnc12	x	7.8	-1.9
COc1cc(C)c(NC(=O)C(C)(C)c2ccccc2)cc1OC	0.5	22.2	0.3

A draw from above in order of number of heavy atoms, falling.
SMILES	mcGAS lum	NPYLR7 agonist	hcGAS lum
CCOC(=O)c1cc(-c2ccc(N3CCN(C(=O)c4cccc(C#N)c4)CC3)cc2)n(-c2ccccc2C)n1	-6.3	24.7	-3.4
COCCNC(=O)[C@@]1(OCc2ccccc2C)CC(OCc2ccc(C#N)cc2)[C@@H]2OC(C)(C)O[C@@H]2C1 (stereo partly specified)	-5.5	-7.9	-5.8
CCOC(=O)CCCC(=O)Nc1cccc(-c2cc(C(=O)OCC)nn2-c2ccccc2C)c1	-7.2	0.5	-4.0
O=C(c1csc(CSc2nnc(-c3ccncc3)n2-c2ccccc2F)n1)N1CCOCC1	-5.3	-8.3	-16.3
CC1=NN(c2ccc(C(=O)O)cc2)C(=O)/C1=C/c1ccc(-c2ccc3c(c2)COC3=O)o1	0.4	-8.4	1.0
O=C(NCCc1ccccn1)C(C1CCCC1)N1CCN(C(=O)c2ccco2)CC1 (stereo unspecified)	-5.1	20.0	-3.2
Cc1ccccc1C1c2ccsc2CCN1CC(=O)N1CCN(C(=O)CCl)CC1 (stereo unspecified)	1.8	-5.7	4.9
COc1cccc(CN2CCCn3cccc3C2c2cccc(Cl)c2)c1OC (stereo unspecified)	-4.1	-1.9	-4.1
COCCOC(=O)C1=C(C)NC2=C(C(=O)CCC2)C1c1ccc(F)c(F)c1 (stereo unspecified)	-5.7	-7.7	-7.2
CCOC(=O)C1=C(C)NC(=O)NC1c1cc2c(C)ccc(C)c2[nH]c1=O (stereo unspecified)	x	3.0	-7.6
CCc1cc(N2CCC3(CCCN(C)C3=O)C2)nc(N2CCCC2)n1 (stereo unspecified)	-4.3	x	0.2
O=C(CNc1ccc(Cl)cc1F)N1CCN(c2ccccc2)CC1	x	7.3	-4.8
COc1cc(C)c(NC(=O)C(C)(C)c2ccccc2)cc1OC	0.5	22.2	0.3
CC(=O)OCc1ccc(-c2nc(-c3ccccc3)c(C)[nH]2)o1	x	3.2	-9.3
CC(=O)N1CC(=O)N(CC(=O)Nc2nccs2)C1=S	-4.1	3.7	-1.6
NC(=NO)c1cncc(OCC(F)(F)F)n1	x	0.1	-5.7
CCCCCOc1ncccc1Br	x	-1.7	-6.7

Next part
SMILES	mcGAS lum	NPYLR7 agonist	hcGAS lum
O=C(COc1ccccc1)N1CCN(c2nccc(-c3ccc(-n4ccnc4)cc3)n2)CC1	-6.3	5.6	-4.4
COc1ccc2cc(CN(C)C(=O)CN3C(=O)NC4(CCCC4)C3=O)ccc2c1	-5.8	0.7	-6.6
COc1ccc(NC(=O)CSc2nc(N)c(NC(=O)c3ccc(F)cc3)c(=O)[nH]2)cc1	-9.2	-1.7	-8.1
O=C(Nc1noc2ncccc12)c1ccc(Cl)cc1	-9.9	1.8	-4.3
CCOc1ccc(-c2ccc(=O)n(CCNC(=O)CCCc3ccccc3)n2)cc1	-10.5	-1.3	-7.7
Nc1nc(/C=C/c2ccccc2)cc(NCCO)n1	-6.2	19.8	-4.1
COC(=O)C(C)(C)NS(=O)(=O)/C=C/c1ccccc1Cl	x	6.1	-8.4
COc1ccc(C=NOCc2ccccc2)cc1OCc1ccccc1	-4.9	5.2	-2.0
CCOc1cc(/C=C2\C(=N)N3N=CSC3=NC2=O)ccc1OS(=O)(=O)c1ccccc1	x	-1.8	-5.3
CCC(C)N(Cc1cc(NC(=O)c2cccs2)ccc1N(C)C)C(=O)c1cccc(C)c1 (stereo unspecified)	0.6	0.5	2.7
NC(=O)[C@@H]1CC=CC[C@@H]1NC(=O)C1(Oc2ccc(Cl)cc2)CCNCC1	x	-2.9	7.4

Screens: PubChem, Fisher Drug Discovery Resource Center
